Assay outcomes: PubChem BioAssay, several laboratories
HTR1E agonist: 5-HT1E (human) receptor agonism. actives 0.69% (n = 65,000). CHO 5-HT1E Ga15 NFAT-bla reporter, FRET; 0% DMSO wells, 100% control agonist wells. AID 574. activation, % at 6 µM;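 active = activation above a set limit, the screen-wide mean activation plus 3 SD, cut at about 8.5% in these data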;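 note: 100% = positive control agonist at 1 µM giving full maximal response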
Target sequence (P28566 whole entry, looked up): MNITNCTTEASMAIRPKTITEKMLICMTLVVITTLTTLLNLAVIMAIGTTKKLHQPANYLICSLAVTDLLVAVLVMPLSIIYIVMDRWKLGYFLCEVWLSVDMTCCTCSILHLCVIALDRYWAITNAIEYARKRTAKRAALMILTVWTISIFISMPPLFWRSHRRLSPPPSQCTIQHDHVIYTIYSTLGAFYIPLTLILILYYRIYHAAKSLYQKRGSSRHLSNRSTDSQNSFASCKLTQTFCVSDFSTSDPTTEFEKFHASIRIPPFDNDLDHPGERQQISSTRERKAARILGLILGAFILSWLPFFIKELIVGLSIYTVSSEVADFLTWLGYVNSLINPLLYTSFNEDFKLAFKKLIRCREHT
S1P3 agonist: S1P3 (human) receptor agonism | AID 373 | activation, % at 4.5 µM | Q99500 | S1P3 NFAT-BLA reporter cells, FRET ratio; relative to 1 µM S1P, basal subtracted | actives 0.1% (n = 60,000);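 active = activation above the screen-wide mean plus 3 SD, cut at about 4.5% in these data, passing the limit was not always enough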; note: some compounds called inactive have numbers as strong as hits
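Material: Human S1P3 NFAT-BLA reporter CHO cells | Incubation: Overnight plating, 4 h compound 37 °C, 2 h substrate RT | Signal: FRET β-lactamase substrate fluorescence, excitation 405 nm, 460/535 nm emission ratio, background-subtracted | Compound: 4.5 µM final, single dose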
S1P1 ag pot: S1P1 (human) agonism or agonism potentiation | P21453 | S1P1 CRE-bla cells, forskolin, beta-lactamase FRET, potentiator mode; S1P1 agonist co-added at EC20, 2 nM; 100% = saturating reference agonist, 0% = basal | activation, % at 9.5 µM | actives 0.57% (n = 56,000);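 active = activation above a cutoff set at the mean activation of all tested compounds plus 3 SD, cut at about 54% in these data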;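 note: forskolin at 4 µM as EC80 and the EC20 agonist is SEW2871; 100% = SEW2871 at its EC100 plus forskolin at EC80; some compounds past the cut are filed as inactive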
Target sequence (P21453 whole entry, looked up): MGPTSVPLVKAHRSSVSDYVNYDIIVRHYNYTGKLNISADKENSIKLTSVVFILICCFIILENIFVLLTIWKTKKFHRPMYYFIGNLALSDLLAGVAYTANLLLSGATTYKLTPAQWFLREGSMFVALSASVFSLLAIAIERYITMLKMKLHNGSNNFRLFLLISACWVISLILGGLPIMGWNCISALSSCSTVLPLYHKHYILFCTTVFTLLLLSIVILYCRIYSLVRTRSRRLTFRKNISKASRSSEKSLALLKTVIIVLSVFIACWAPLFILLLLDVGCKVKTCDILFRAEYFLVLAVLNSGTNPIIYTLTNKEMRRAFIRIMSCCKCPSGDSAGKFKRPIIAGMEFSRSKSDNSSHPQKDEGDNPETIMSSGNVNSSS
HER2 expr 66K: inhibitors of human Her2 kinase expression; SKBR-3 HER2 protein level, AlphaScreen, 18-24 h; stronger effect = lower value; P04626; HER2 level % of control, % at 10 µM; AID 645; actives 0.69% (n = 65,000);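 active = HER2 level under 5% of the carrier-only control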;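 note: 100% = DMSO carrier and 0% = 500 nM PU-H71 HSP90 inhibitor; lower value means stronger loss of Her2 protein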
5HT1E antag: blocks the human 5-HT1E serotonin receptor; P28566; CHO 5-HT1E Ga15 NFAT-bla reporter, FRET, antagonist; inhibition, % at 6 µM; actives 0.99% (n = 65,000); AID 571;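 active = inhibition above a set limit, the mean inhibition across every tested compound plus 3 SD, cut at about 29% in these data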;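 note: signal is the 460 over 535 nm emission ratio of beta-lactamase substrate; 0% = agonist plus DMSO wells and 100% = wells without agonist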
MMP13 inh: blocks human MMP13 activity. MMP-13 fTHP FRET cleavage, Mca fluorescence. AID 570. inhibition, % at 4 µM. actives 0.07% (n = 65,000). P45452;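 active = inhibition above the mean of compound-free control plate wells plus 3 SD, cut at about 14% in these data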;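 note: 0% = DMSO wells and 100% = wells with reference MMP-13 inhibitor after basal subtraction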
Autofluor 339: intrinsic fluorescence of library compounds, ex339/em460 – biochemical, MLSMR library, data from DPM-DC assay, artefact control, profiling panel; compound autofluorescence, ex339/em460 nm, NADH buffer; stronger effect = higher value; 1 = no-compound wells, NADH background; fluorescence fold increase at 10 µM; actives 5.5% (n = 65,000); AID 709;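 active = at 10 µM, mean starting fluorescence two-fold or more over control wells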;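 note: signal is the first read of a kinetic run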
5HT1a antag: blocks the human serotonin 5-HT1a receptor; actives 0.68% (n = 62,000); AID 612; inhibition, % at 10 µM; CHO 5-HT1a Ga15 NFAT-bla reporter, antagonist mode; P08908;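 active = inhibition above the mean of all tested compounds plus 3 SD, cut at about 43% in these data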;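 note: receptor stimulated by 5-CT agonist at 100 nM near EC80; beta-lactamase reporter measured by ratiometric fluorescence of a cleavable substrate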
A340 absorber: compounds absorbing at 340 nm. compound absorbance at 340 nm, fold over control. 65,000 tested, under 10 active. fold change at 10 µM;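 active = at 10 µM dose, initial 340 nm absorbance at least 2 fold that of control wells; inactive = change under 2 fold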;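 note: initial absorbance extrapolated from kinetic A340 decline of NADH oxidation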
An asterisk follows results filed as active; . = no result given; [ ] = another dose, or the depositor's remark.

S1P3 agonist	MMP13 inh	S1P1 ag pot	HTR1E agonist	A340 absorber	5HT1a antag	Autofluor 339	HER2 expr 66K	5HT1E antag	mol
-0.5	-5	-9	-1.3	1	0	1	85	5	O=C(CN(C(=O)CCC(=O)Nc1nccs1)c1ccc(F)c(Cl)c1)NCc1ccco1
7.4	-6	-8	0.2	1	-2	1.1	98	-6	Cc1cc(NC(=O)COC(=O)COc2cccc3c2OC(C)(C)C3)no1
.	-1	.	2.7	1.2	28	1.1	93	26	CCOC(=O)c1ccc(Nc2ccc(-c3ccc(OC)c(OC)c3)nn2)cc1
-1.2	5	-14	0.5	1	-17	1.1	110	-2	CSc1nnc(NC(=O)C2CCCCC2)s1
-3.7	-50[fluorescence artefact?]	-3	-0.5	1	.	2.2*	91	15	CC1(C)Cc2c(C#N)c(N3CCOCC3)nc(-c3ccccc3)c2CO1
.	4	.	-0.1	1.1	7	1.1	119	-4	CC(C)OCCCNC(=O)c1cc2c(s1)CS(=O)(=O)C2
-0.6	1	-4	0.1	1	12	1.1	70	22	CCOC(=O)N1CCN(C(=O)c2cc(-c3ccc(F)cc3)[nH]c2C)CC1
-0.7	0	15	-0.1	0.98	-5	1	83	-1	Cc1cc(C)cc(NC(=O)NCc2nnc(SCc3ccccc3)n2C)c1
-1.0	-1	9	-1.0	1	-4	1.1	16	-7	CCN(CC)c1cccc(OC2=NS(=O)(=O)c3ccccc32)c1
-1.0	-1	-65	1.1	1	-1	1.1	107	-9	CCSc1nnc(NC(=O)CSc2nnc(Cc3cccn3C)n2CCc2ccccc2)s1
-1.1	2	-21	0.9	1	-5	1.4	102	-18	Cn1c(NC(=O)c2ccccc2NC(=O)C(C)(C)C)nc2ccccc21
-1.2	-80[fluorescence artefact?]	-32	0.0	1	-7	2.4*	97	-6	CCOC(=O)c1sc2nc(C)cc(C)c2c1N
.	9	.	1.7	1	6	1.1	86	-8	CCCC(=O)Nc1ccc(NC(=O)c2ccccc2OC)cn1
-0.3	-1	-19	0.8	0.98	-14	1.1	112	-7	CC1=C2C(CCS2(=O)=O)CC2(C1)C(=O)OC(C)(C)OC2=O (configuration not stated)
-0.4	-12	18	2.3	0.98	36	1.1	76	7	Cn1c(CCN2CCN(c3ccccc3)CC2)nc2cc(NC(=O)c3ccco3)ccc21
-1.1	3	9	-0.8	1	4	1.1	96	-1	COc1ccccc1OCc1nnc(SCC(=O)Nc2ccc(C)cc2)n1C
0.5	-6	-18	0.9	1	2	1.1	60	-4	Cc1cc(C)nc(SCC2COc3ccccc3O2)n1 (configuration not stated)
-3.2	-9	3	-0.6	1	.	1.1	97	-13	COc1cc(C2C(C#N)=C(N)Oc3cc(C)n(Cc4ccccn4)c(=O)c32)cc2c1OCO2 (configuration not stated)
-1.2	8	-18	-0.1	1	-2	1.1	107	3	O=C(CC1CCCCC1)NCc1cn2ccsc2n1
-1.6	1	-14	0.6	1	3	1.1	99	-1	CC(C)=CCC(C)(C)C1OCCN1C(=O)c1ccccc1 (configuration not stated)
0.4	-2	-6	-0.2	1	-8	1.1	84	-3	CCn1c(COc2ccccc2)nnc1SCC(=O)NC1CCCCC1
0.0	-8	-5	0.4	0.99	18	1.1	77	-6	CC(=O)N1C(=O)C2(C(C#N)=C(N)Oc3c2c(C)nn3-c2ccccc2)c2ccccc21 (configuration not stated)
0.0	1	-25	-0.3	1	0	1.1	67	-3	C[C@H](N)c1nnc(SCc2ccc(Cl)cc2Cl)o1
-0.3	0	-1	0.0	1	-6	1	99	-15	CCOC(=O)N1CCN(C(=O)C2CCN(S(=O)(=O)N(CC)CC)CC2)CC1
-1.0	2	-17	0.9	1	-10	1.1	107	-1	Cc1cc(C)n(C(CC(=O)N2CCc3ccccc3C2)C(=O)O)n1 (configuration not stated)

Whole records from above. Order of screens: S1P3 agonist, MMP13 inh, S1P1 ag pot, HTR1E agonist, A340 absorber, 5HT1a antag, Autofluor 339, HER2 expr 66K, 5HT1E antag
Cc1cc(C)cc(NC(=O)NCc2nnc(SCc3ccccc3)n2C)c1 reads -0.7, 0, 15, -0.1, 0.98, -5, 1, 83, -1
CC1(C)Cc2c(C#N)c(N3CCOCC3)nc(-c3ccccc3)c2CO1 reads -3.7, -50[fluorescence artefact?], -3, -0.5, 1, ., 2.2*, 91, 15
CCSc1nnc(NC(=O)CSc2nnc(Cc3cccn3C)n2CCc2ccccc2)s1 reads -1.0, -1, -65, 1.1, 1, -1, 1.1, 107, -9
COc1ccccc1OCc1nnc(SCC(=O)Nc2ccc(C)cc2)n1C reads -1.1, 3, 9, -0.8, 1, 4, 1.1, 96, -1
CC(C)OCCCNC(=O)c1cc2c(s1)CS(=O)(=O)C2 reads ., 4, ., -0.1, 1.1, 7, 1.1, 119, -4

Returning to the listing; the 3 compounds before the break are reprinted first.
S1P3 agonist	MMP13 inh	S1P1 ag pot	HTR1E agonist	A340 absorber	5HT1a antag	Autofluor 339	HER2 expr 66K	5HT1E antag	mol
0.0	1	-25	-0.3	1	0	1.1	67	-3	C[C@H](N)c1nnc(SCc2ccc(Cl)cc2Cl)o1
-0.3	0	-1	0.0	1	-6	1	99	-15	CCOC(=O)N1CCN(C(=O)C2CCN(S(=O)(=O)N(CC)CC)CC2)CC1
-1.0	2	-17	0.9	1	-10	1.1	107	-1	Cc1cc(C)n(C(CC(=O)N2CCc3ccccc3C2)C(=O)O)n1 (configuration not stated)
-0.3	3	-2	-1.7	0.96	3	1.1	119	13	CCc1ccc(S(=O)(=O)NCc2csc(C)n2)s1
-0.8	3	.	-0.6	1	9	1	89	15	Cc1ccc(C(=O)Nc2ccc(Cl)cn2)cc1S(=O)(=O)N1CCOCC1
0.3	-5	-22	-0.6	0.99	-10	1	100	-2	Cc1cc(C(=O)OCC(=O)N2CCc3ccccc32)c(C)o1
-0.7	-13	-1	0.4	0.99	5	1.1	111	10	COc1ccc(-c2nnc(SCC(=O)N3CCOCC3)o2)cc1OC
-1.4	4	-9	-1.5	1.1	0	1.1	84	4	COC(=O)Cc1c[nH]c2ccc(OCC(O)CNC(C)C)cc12 (configuration not stated)
-1.1	3	.	0.3	1.1	-8	1.1	90	-2	CN(C)S(=O)(=O)N1CCN(CC(O)COc2ccc3cc(Br)ccc3c2)CC1 (configuration not stated)
-0.5	2	0	-2.6	0.99	8	1.1	124	-11	CCOC(=O)c1ccc(S(=O)(=O)N2CCN(CC3CC=CCC3)CC2)cc1 (configuration not stated)
-1.3	2	-4	-1.3	1.1	7	1.1	94	6	Cc1nn(-c2ccccc2)c(C)c1C(=O)Nc1nnc(-c2ccco2)o1
-0.3	2	-4	0.1	0.93	-7	1.1	95	3	Cc1ccc(N2CC(C(N)=O)CC2=O)cc1 (configuration not stated)
-0.4	-7	15	-0.3	1	-2	1.1	78	1	O=C(Cn1cnc2c(cnn2-c2ccc(F)cc2)c1=O)N1CCN(c2ccccc2F)CC1
-0.1	-2	.	1.7	1	-7	1.1	118	-5	C=C(C)c1cccc(C(C)(C)NC(=O)N2CCN(C)CC2)c1
2.4	1	-30	0.3	0.99	2	1.1	96	-7	Cc1cc(NC(=O)COc2ccc(N(C)S(=O)(=O)c3ccccc3)cc2)no1
-0.3	3	13	0.5	0.98	1	1	104	3	COc1ccc(CCNC(=O)CSc2nncn2N)cc1OC
-0.9	-6	-6	0.1	0.98	5	1	109	-10	O=C(Cc1cccs1)N(c1ccccc1)C1C=CS(=O)(=O)C1 (configuration not stated)
-0.7	3	-68	1.6	1	7	1.1	85	-2	CCOc1ccc(OCC)c(Nc2cc(C)nc3nc(C)nn23)c1
-0.6	-144	.	-0.7	1	-3	1.1	115	12	Cc1onc(-c2ccccc2Cl)c1C(=O)NCCN1Cc2ccccc2C1=O
0.0	0	5	-2.0	1	-8	1.1	96	9	Cc1ccc(-c2nnn(CC(=O)N(CCO)C(C(=O)NC(C)(C)C)c3ccncc3)n2)cc1 (configuration not stated)
-0.3	-1	12	-0.7	1	1	1.1	113	-5	O=C(CN1CCCC1)NCC1(c2ccccc2)CCOCC1
1.1	5	-9	1.3	1	1	1.2	123	-2	Cc1cccc(NC(=O)CSc2nnc(CSc3nc(C)cc(C)n3)o2)c1
0.0	-3	-3	-0.1	1.2	10	1.4	97	-6	CCCCNc1nc2ccccc2nc1NS(=O)(=O)c1cccs1
-0.4	-1	0	0.0	1	2	1	102	2	Cc1cc(C)c(C#N)c(SCS(=O)Cc2ccccc2)n1 (configuration not stated)
-0.8	1	-3	0.1	0.96	-6	1.1	102	-3	COc1ccc(CN(Cc2nc3ccccc3c(=O)[nH]2)C(=O)C(C)(C)C)cc1
0.3	-4	-17	0.1	0.99	-3	0.89	100	-6	CC(C)CC(c1nnnn1Cc1ccccc1)N1CCN(C(=O)c2ccco2)CC1 (configuration not stated)
0.4	-1	9	-0.1	1.1	-6	1.1	100	3	Cc1ccc(-c2nn(CC(=O)NCCN3CCOCC3)c(=O)c3ccccc23)cc1
-0.4	7	-5	0.1	1	-2	1	78	5	O=c1cc(NCc2ccccc2)c2ccccc2o1
.	-5	.	2.2	0.99	-6	1.2	115	-3	COC(=O)c1ccccc1NC(=O)C1CCCCC1C(=O)O (configuration not stated)
-1.0	3	-26	0.9	1	-2	1.1	93	-2	O=C(Nc1ccccc1C(=O)N1CCOCC1)C1CCCO1 (configuration not stated)
-0.2	5	12	1.0	0.99	6	0.93	94	3	Cc1nc(C)c(C(=O)NCc2ccccc2Cl)o1
-0.1	-2	-9	-0.6	0.99	-7	1.1	183	-2	O=C(Cn1cnc2c(nnn2Cc2ccc(F)cc2)c1=O)N1CCCCC1
